FBW7 act – activators of human E3 ligase FBW7 | AlphaScreen FBW7–phospho-cyclin E peptide binding, activator screen | normalized activity (activation), % at 26.1 µM | 650,000 tested, 0.13% active | Q969H0 | AID 1259310; in the data active means normalized activity above about 1.9%;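 further: purified mutant Fbw7 with reduced substrate affinity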
MITF inh – inhibitors of human MITF; AlphaScreen MITF homodimerization, bead proximity signal; inhibition, % at 2.6 µM; 650,000 tested, 0.91% active; AID 1259374; in the data active means inhibition above about 50%;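 further: 0% = vehicle wells with protein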
Target sequence (O75030 whole entry, looked up): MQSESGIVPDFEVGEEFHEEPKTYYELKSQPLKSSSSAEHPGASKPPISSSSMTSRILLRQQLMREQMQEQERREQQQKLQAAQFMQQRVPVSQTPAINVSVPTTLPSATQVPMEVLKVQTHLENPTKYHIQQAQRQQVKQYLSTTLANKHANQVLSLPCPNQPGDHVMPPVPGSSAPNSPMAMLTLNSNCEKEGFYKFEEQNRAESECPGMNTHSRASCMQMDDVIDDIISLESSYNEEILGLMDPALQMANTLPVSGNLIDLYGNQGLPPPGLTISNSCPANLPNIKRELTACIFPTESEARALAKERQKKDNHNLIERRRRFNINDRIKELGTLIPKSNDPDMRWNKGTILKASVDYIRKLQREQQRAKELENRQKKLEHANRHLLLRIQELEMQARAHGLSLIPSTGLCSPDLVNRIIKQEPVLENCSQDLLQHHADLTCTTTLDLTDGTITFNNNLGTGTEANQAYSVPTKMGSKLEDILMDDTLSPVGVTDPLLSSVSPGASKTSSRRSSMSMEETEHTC
GPR151 activ – activators of human GPR151; Q8TDV0; PathHunter beta-arrestin GPR151 cells, luminescence; activation, % at 11.2 µM; 650,000 tested, 1% active; AID 1508602; in the data active means activation above about 4.9%;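 further: 0% = median of compound wells and 100% = cells with positive control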
Target sequence (Q8TDV0 whole entry, looked up): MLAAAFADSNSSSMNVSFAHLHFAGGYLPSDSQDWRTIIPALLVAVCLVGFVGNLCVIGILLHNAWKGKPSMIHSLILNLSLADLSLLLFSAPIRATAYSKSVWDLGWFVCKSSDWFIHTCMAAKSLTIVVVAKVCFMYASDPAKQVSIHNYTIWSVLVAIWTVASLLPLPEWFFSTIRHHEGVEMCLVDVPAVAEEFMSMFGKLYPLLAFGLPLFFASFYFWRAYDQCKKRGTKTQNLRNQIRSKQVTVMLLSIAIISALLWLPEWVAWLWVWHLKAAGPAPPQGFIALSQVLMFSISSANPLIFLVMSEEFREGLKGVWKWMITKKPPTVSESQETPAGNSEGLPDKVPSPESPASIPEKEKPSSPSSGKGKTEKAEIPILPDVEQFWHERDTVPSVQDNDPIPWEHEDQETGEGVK
TEAD-YAP inh – TEAD-YAP interaction inhibition. AID 1259422. inhibition, % at 9.12 µM. HEK-TIYL cells, TEAD-Gal4/YAP UAS-luciferase luminescence. 640,000 tested, 1.4% active; in the data active means inhibition above about 32%;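 further: 0% = median of test compound wells and 100% = reference inhibitor wells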
* marks the source's active call; other numbers are inactive results; · = not tested or not shown; & = joins results of further samples.

Below each compound: FBW7 act | MITF inh | GPR151 activ | TEAD-YAP inh
Cc1ccc(-n2ncc3c(NC(c4ccccc4)c4ccccc4)ncnc32)c(C)c1
  -0.1 | -2 | 1.1 | -3
CCCCCc1ccc(-c2ccc(C(=O)Nc3ccc(C)cc3Br)cc2)nc1
  0.2 | -5 | -0.1 | 10
Cc1ccc(NC(=S)NCC2CCCO2)c(OC(F)F)c1 (stereo unspecified)
  0.7 | -30 | 1.0 | -24
CCc1ccc(NC(=O)C(CC)Sc2nc3cc4c(cc3c(=O)n2Cc2ccco2)OCO4)cc1 (stereo unspecified)
  0.0 | -3 | 0.1 | -9
COc1ccc(CC(=O)NCc2nnc(SCC(=O)N3CCc4ccccc43)n2-c2cccc(C)c2)cc1
  0.4 | 6 | -0.4 | 15
O=C(CCS(=O)(=O)c1ccccc1)Nc1cccc(-c2nc3ccccc3[nH]2)c1
  0.3 | -8 | 1.4 | -8
CCCCc1ncc(CN2CCOc3ccc(C(C)(O)CN(C)C)cc3C2)[nH]1 (stereo unspecified)
  0.0 | 16 | -0.2 | 4
CC(C)OC(=O)CC1C(=O)NCCN1C(=S)NC(=O)CCc1ccccc1 (stereo unspecified)
  0.1 | -8 | 1.4 | 6
COc1ccc(NS(=O)(=O)c2ccc(N=Cc3c(C)[nH]n(-c4ccc(Cl)cc4)c3=O)cc2)cc1
  -0.2 | 3 | -0.4 | -9
CC1=C(C(=O)OCCOc2ccccc2)C(c2ccc([N+](=O)[O-])cc2)C2=C(CCCC2=O)N1 (stereo unspecified)
  -0.2 | 4 | 0.3 | 10
COCCCNC(=O)c1c(NC(=O)COc2ccccc2[N+](=O)[O-])sc2c1CCCC2
  0.3 | -5 | 0.4 | -4
O=C(CN1CCC(O)(c2ccccn2)CC1)Nc1ccccc1-c1ccccc1
  -0.1 | -4 | -1.1 | -1
CCNc1ccc(S(=O)(=O)C(F)(F)C(F)C(F)(F)F)cc1[N+](=O)[O-] (stereo unspecified)
  0.0 | 6 | 3.4 | -3
O=c1c2sc(=S)n(Cc3ccccc3)c2nc(SCc2ccncc2)n1-c1cccc(Cl)c1
  -0.1 | -3 | -0.1 | -5
Cc1nc2ccccc2nc1SC(C(=O)O)c1ccccc1 (stereo unspecified)
  -0.1 | -1 | 0.3 | -11

Shown with each value named: part of the list above
COc1ccc(NS(=O)(=O)c2ccc(N=Cc3c(C)[nH]n(-c4ccc(Cl)cc4)c3=O)cc2)cc1
  FBW7 act: -0.2	MITF inh: 3	GPR151 activ: -0.4	TEAD-YAP inh: -9

Cc1ccc(NC(=S)NCC2CCCO2)c(OC(F)F)c1 (stereo unspecified)
  FBW7 act: 0.7	MITF inh: -30	GPR151 activ: 1.0	TEAD-YAP inh: -24

O=C(CCS(=O)(=O)c1ccccc1)Nc1cccc(-c2nc3ccccc3[nH]2)c1
  FBW7 act: 0.3	MITF inh: -8	GPR151 activ: 1.4	TEAD-YAP inh: -8

Next section.
Below each compound: FBW7 act | MITF inh | GPR151 activ | TEAD-YAP inh
CC(=O)NS(=O)(=O)c1ccc(NC(=O)CC(C)(C)C)cc1
  0.1 | 10 | -1.2 | 9
Cc1ccccc1NC(=O)CCN1CCN(Cc2ccccc2)CC1
  0.0 | -2 | -2.2 | -10
CCC(=O)Nc1ccccc1Oc1ccccc1
  0.2 | -3 | 3.3 | 0
Cc1oc2ccc(OCc3ccc(F)cc3)cc2c1C(=O)O
  0.4 | 16 | -1.8 | 7
O=C(Cn1c(=O)oc2cc(S(=O)(=O)N3CCCCCC3)ccc21)NC1CCCC1
  0.0 | 2 | 1.0 | 4
C[C@H](NC(N)=O)C(=O)N1CCN(S(=O)(=O)c2ccc3ccccc3c2)CC1
  0.1 | 8 | 0.0 | 3
O=C(CN(C(=O)c1ccc(Cl)nc1)C1CCCCC1)NCc1ccccc1
  0.2 | 8 | -0.8 | 2
Cn1c(=O)cc(SCC(=O)Nc2ccc(F)cc2F)c2ccccc21
  0.1 | 11 | 0.0 | -3
Cc1cc(NC(=O)CN2CC(C)CC(C)C2)c2ccccc2n1 (stereo unspecified)
  0.0 | 27 | 1.1 | 8
Cc1cccc(NC(=S)N(Cc2ccccc2)Cc2ccc(C)o2)c1
  0.5 | 19 | 0.5 | -14
O=C(CCC1CCCN(C(=O)C[n+]2cc(=O)o[nH]2)C1)NCc1ccc(F)c(F)c1 (stereo unspecified)
  0.0 | 8 | 0.2 | -5
CCN(CC)c1nc(NCCCN2CCCC2=O)nc(Nc2ccccc2)n1
  -0.1&0.0 | 7&12 | -1.9&0.7 | -11&-10
CC1CN(C(=O)CSc2nnc(C3CCCCC3)n2N)CC(C)O1 (stereo unspecified)
  0.8 | 13 | -0.9 | 13
CCOC(=O)c1c(CN2CCCCC2C)n(-c2ccccc2)c2cc(Br)c(O)cc12 (stereo unspecified)
  -0.1 | 1 | 1.3 | 6
O=C(COc1ccc(Cl)cc1)Nc1ccc2c(c1)C(=O)N(c1ccccc1)C2=O
  0.1 | 8 | 11* | 9
OCCC1CN(Cc2cc(F)ccc2-n2cccn2)CCN1C1CCCC1 (stereo unspecified)
  0.0 | 11 | -1.2 | -2
Cc1ccccc1N1CCN(S(=O)(=O)N2CCCCC2)CC1
  1.6 | 12 | 2.2 | -8
O=C(NC1CC1)c1ccc(-c2nc(C(=O)NCCO)cs2)cc1
  0.1 | 5 | -0.2 | 11
CC(=O)Oc1ccccc1-c1nc2s/c(=C\c3cccc(F)c3)c(=O)n2n1
  -0.1 | 7 | 2.1 | -13
OCc1ccc(OCc2cccc(F)c2)c(Cl)c1
  -0.1 | -6 | -2.0 | -35
Cc1ccc(NC(=O)NN2CC(=O)N(c3ccc(Cl)cc3)CC2=O)cc1
  0.2 | 12 | 0.5 | -1
CS(=O)(=O)CC(=O)Nc1ccc2nc3n(c(=O)c2c1)CCCCC3
  0.1 | -6 | -0.4 | -4
O=C(Nc1ccc(Br)cc1)C1CC(O)CN1C(=O)Oc1ccccc1 (stereo unspecified)
  0.1 | 0 | 0.5 | -1
CCOC(=O)c1sc(NC(=O)CCl)c(C#N)c1C
  0.2 | 17 | 0.5 | 8
COCCn1c(C)cc(CNCCc2ccc(OC)cc2)c1C
  -0.1 | 41 | -1.1 | 7
C=CCOCCN1C(=O)C2C(c3ccccc3)C=CC(c3ccccc3)C2C1=O (stereo unspecified)
  0.3 | 15 | -1.2 | -1
O=C(c1cc2nc(-c3ccc(Cl)cc3)cc(C(F)(F)F)n2n1)N1CCN(c2cccc(Cl)c2)CC1
  0.1 | 18 | -1.0 | -1
CCN(CC)C(=O)Cn1cnc2sc(C(=O)N3CCN(c4ccccn4)CC3)c(C)c2c1=O
  -0.2 | -13 | 2.1 | -1
CCOc1ccc(NC(=O)C2c3ccccc3C(=O)N(C)C2c2ccc(OC)cc2)cc1 (stereo unspecified)
  0.8 | 10 | -0.7 | 2
COc1ccc(NC2CC(=O)N(c3cccc4ccccc34)C2=O)cc1 (stereo unspecified)
  -0.1 | 10 | 1.3 | -3
CC1CC(C)CN(S(=O)(=O)c2ccc(C(=O)Nc3nc(-c4ccc(Br)s4)cs3)cc2)C1 (stereo unspecified)
  -0.1 | -7 | -0.7 | 2
CCn1c2ccccc2c2cc(CNC(C)COC)ccc21 (stereo unspecified)
  0.0 | -2 | -1.0 | -1
CCOC(=O)c1ccc(-n2c(C)cc(/C=C(\C#N)C(=O)NC(C)C)c2C)cc1
  -0.1 | -2 | 1.9 | -2
c1ccc(Nc2ncnc3nc(Nc4ccc(N5CCOCC5)cc4)[nH]c23)cc1
  0.1 | -12 | 0.5 | -6
CCCCCCn1c(=O)c2c(nc(Cl)n2C)n(C)c1=O
  -0.1 | -4 | -0.7 | 5
COc1ccc(CCNC(=O)c2ccc3c(=O)n(-c4ccc(F)cc4)c(=S)[nH]c3c2)cc1OC
  0.0 | -5 | -0.7 | 7
Cc1ccc2[nH]c3nc(CCCn4ccnc4-c4ccccc4)nnc3c2c1
  0.6 | 22 | -3.4 | ·
Nc1nc(Nc2ccncn2)cc(NC2CC2)n1
  -0.1 | 2 | 2.9 | 8
Cc1cccc2c1[nH]c1nc3n[nH]c(=S)n3nc12
  -0.1 | 1 | -0.3 | -7
CCOc1ccc(NS(=O)(=O)c2cccc(S(=O)(=O)c3ccccc3)c2)cc1
  0.2 | 49 | 0.8 | 5
O=C(NCCc1ccccc1)C(=O)NC1CC1
  0.0 | 16 | -0.6 | -3
Cc1cccc(N(C)S(=O)(=O)c2c(C)noc2C)c1
  0.0 | -2 | 2.2 | 5
COc1ccc2nc(NC(=O)CSc3nnnn3-c3ccccc3)sc2c1
  0.0 | -4 | 0.8 | 8
Fc1ccccc1C1SCCN1C(=S)Nc1ccc(Cl)cc1 (stereo unspecified)
  0.1 | 17 | -1.3 | 5
c1ccc2cc(OCc3nc4ccccc4[nH]3)ccc2c1
  0.7 | 11 | -4.4 | -13
COc1ccc(C(=O)c2sc3nc4c(c(-c5cccs5)c3c2N)CCCC4)cc1
  0.2 | 11 | -0.5 | 1
COc1ccc(Cl)cc1C(=O)NNC(=O)CN1C(=O)C2C3C=CC(C3)C2C1=O (stereo unspecified)
  -0.1 | 0 | 0.5 | 4
CCCS(=O)(=O)N1CCC(CO)(Cc2ccccc2C(F)(F)F)CC1
  0.0 | -2 | 2.4&1.2 | -3
CCOC(=O)N1CCN(C(=O)CN(c2ccccc2Cl)S(C)(=O)=O)CC1
  0.1 | 22 | -2.0 | -4
COc1ccc(CCNC(N)=S)cc1OC
  -0.5 | 63* | -0.1 | -6
CCOC(=O)c1sc2nc(SCc3ccccc3Cl)n(CC3CCCO3)c(=O)c2c1C (stereo unspecified)
  0.0 | -11 | 0.4 | 0
CC(=O)N1C(O)CCN1c1ccccc1 (stereo unspecified)
  0.0 | 0 | -0.2 | 4
CCOC(=O)c1sc2nc(SCC(=O)c3ccccc3)n(Cc3cccc(Cl)c3)c(=O)c2c1C
  0.4 | -1 | -1.1 | -3
O=[N+]([O-])c1cc(C(F)(F)F)ccc1NCCCCNS(=O)(=O)c1ccccc1
  -0.2 | 2 | 0.5 | -5
Cc1sc2ncc(C(=O)NCCCO)c(=O)n2c1C
  -0.1 | 0 | 0.2 | 3
COc1ccc(NC(=O)/C(C#N)=C\c2cc(OC)c(O)c([N+](=O)[O-])c2)cc1
  -0.1 | 9 | -0.3 | 6
CCN(CC)c1ccc(/C=N\Nc2cc(=O)n(C)c(=O)n2C)cc1
  -0.1 | 4 | 0.0 | 55*
CCN(CC(=O)NC1CCCC1)S(=O)(=O)c1ccc(Cl)cc1
  -0.1 | 7 | 3.2 | 6
Cc1cc2c(c(=O)o1)C(c1c(Cl)cccc1Cl)C(C#N)=C(N)O2 (stereo unspecified)
  0.2 | 18 | 0.5 | 9
O=C1CC(N2CCN(Cc3ccc4c(c3)OCO4)CC2)C(=O)N1c1ccc(F)cc1 (stereo unspecified)
  0.3 | 15 | 1.4 | 0

Other structures.
Below each compound: FBW7 act | MITF inh | GPR151 activ | TEAD-YAP inh
O=[N+]([O-])c1ccc(/C(=N/O)N2CCOCC2)cc1
  -0.1 | 10 | 0.0 | -3
C=Cc1ccc(COc2cc3oc(=O)c4c(c3cc2CCCCCC)CCC4)cc1
  -0.1 | 10 | 3.0 | 5
Cc1ccc(-n2[nH]c(C)c(C=NC(C)(C)C)c2=O)cc1C
  0.1 | 9 | -0.6 | -82
COc1cc(/C=N/NC(=O)CCCC(=O)N/N=C/c2ccc(O)c(OC)c2)ccc1O
  0.0 | -5 | 4.7 | 10
CCCn1cnc2sc(C(=O)Oc3ccc(C)cc3)c(C)c2c1=O
  0.0 | -5 | 1.8 | -12
Cc1cc(C)c(O)c(NC(=O)Cn2c(=O)sc3ccccc32)c1
  0.0 | -10 | 0.0 | -2
CC1(C)C(=O)Nc2ccccc2N1C(=O)Cn1nc(C(=O)O)c2ccccc2c1=O
  0.0 | -8 | -0.4 | -1
Cc1ccc(C(O)C#CC(C)(C)O)o1 (stereo unspecified)
  -0.1 | 3 | 1.6 | 5
Cc1nc(N/N=C/c2c(Cl)cccc2Cl)sc1C
  0.0 | 3 | -0.7 | 10
Cc1c(Br)c([N+](=O)[O-])nn1CC(=O)c1ccccc1
  0.6 | -3 | 0.3 | 5
CC1(C)CC(=O)C/C(=N\NC(=O)CCc2ccc(S(=O)(=O)N3CCOCC3)cc2)C1
  0.0 | -12 | -0.2 | -2
CCOC(=O)C1=C(O)/C(=C/c2ccccc2OCC(=O)O)SC1=Nc1ccc(C)cc1
  -0.2 | 15 | -0.3 | 4
CC(=O)NC12CC3CC(C1)CC(C(=O)NCC(c1ccco1)N1CCCCC1)(C3)C2 (stereo unspecified)
  0.7 | 24 | -1.3 | -2
Cc1ccc2nc3c(c(Nc4ccc(N(C)C)cc4)c2c1)CCC3
  -0.2 | -11 | -0.8 | -9
COc1ccc(-n2nc3c(c2NC(=O)CC2CCCCC2)CSC3)cc1
  0.0 | 3 | 1.0 | -2
O=C(CCC1CCCCC1)Nc1ccc(S(=O)(=O)Nc2nccs2)cc1
  0.8 | 16 | 0.2 | -3
CC(C)(C)CC(C)(C)NC(=O)Cc1ccc(F)cc1
  0.6 | 17 | -0.5 | -5
Cc1cc(=O)[nH]c2nnc(SCc3cccc(F)c3)n12
  0.1 | 9 | -2.2 | -6
O=C(NCC1CCCO1)c1ccc(S(=O)(=O)N2CCCCC2)cc1 (stereo unspecified)
  0.1 | 23 | -1.4 | -8
O=c1c2cc(-c3ccccc3)sc2ncn1CC(O)CO (stereo unspecified)
  0.1 | 5 | 2.0 | -44
CCCCOc1ccc(/C=C/C(=O)O)cc1
  -0.1&0.0 | 8&-5 | -2.0&0.4 | -5&-12
COc1cccc2cc(C(=O)N3CCN(C/C=C/c4ccccc4)CC3)c(=O)oc12
  0.1 | 10 | -1.4 | 14
Cc1ccn(C(=O)c2ccc(C)c(Br)c2)n1
  -0.3 | -2 | -0.4 | 1

Screens as filed in PubChem.
